# Source: PubChem BioAssay (Southern Research Specialized Biocontainment Screening Center)
# Salmonella PhoP GFP = PhoP regulon inhibitors, Salmonella typhi PhoP promoter GFP reporter, confirmatory (AID 1850) | Salmonella Typhi PhoP-promoter GFP reporter, fluorescence, 4 h; higher % means a stronger effect | one-dose inhibition, % at 50 µM; IC50 in µM for titrated hits | 310,000 compounds, 0.33% hits; in the data active = a potency from the dose series; inconclusive = inhibition mostly from about 25% at the one dose, without a potency; inactive = the rest, 99 in 100 with inhibition below about 19%;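 note: 0% = induced wells with vehicle and 100% = uninduced wells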
# inhibitors of VEEV = inhibitors of VEEV TC-83 cytopathic effect, confirmation, Vero cells (AID 588727). Vero cells, VEEV TC-83 cytopathic effect inhibition; higher % means a stronger effect. one-dose inhibition, % at 20 µM; IC50 in µM for titrated hits. 350,000 compounds, 0.13% hits; in the data active = a potency from the dose series; inconclusive = inhibition mostly from about 14% at the one dose, without a potency; inactive = the rest, 99 in 100 with inhibition below about 12%; note: strong numbers were not always called active
# M. tuberculosis HTS = M. tuberculosis growth inhibition, HTS (AID 449762) | M. tuberculosis H37Rv growth inhibition, 7H9 media; higher % means a stronger effect | inhibition, % at 25 µM; hits with a dose series show IC50 in µM | 330,000 compounds, 0.59% hits; in the data active = a potency from the dose series; inconclusive = inhibition above about 70% without an active follow-up result;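 note: bacterial growth assessed after seven days of incubation; strong numbers were not always called active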
# M. tuberculosis = growth inhibition of non-replicating M. tuberculosis (AID 488890); Mycobacterium tuberculosis non-replicating, growth inhibition; higher % means a stronger effect; inhibition, % at 25 µM, or IC50 in µM where a hit was titrated; 320,000 compounds, 0.39% hits; in the data active = a potency from the dose series; inconclusive = inhibition mostly from about 82% at the one dose, without a potency; inactive = the rest, 99 in 100 with inhibition below about 76%;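 note: plate controls were DMSO cells for no effect and high antibiotic wells for full effect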
# H1N1 NS1A inhibition = H1N1 influenza NS1A inhibitors, functional cell based assay (AID 504329). NS1A functional cell-based assay, percent inhibition; higher % means a stronger effect. inhibition, % at 12.5 µM; hits with a dose series show IC50 in µM. 340,000 compounds, 0.3% hits; in the data active = a potency from the dose series; inconclusive = inhibition above about 27% without an active follow-up result; note: strong numbers were not always called active
# inhibitors of VEEV 10K pilot screen = further read-out of inhibitors of VEEV, marked with its call; inhibition, %; measured here: 10K pilot screen inhibition
# An asterisk follows results filed as active; i = inactive; ? = inconclusive; . = no result given.
SMILES,Salmonella PhoP GFP,inhibitors of VEEV,M. tuberculosis HTS,M. tuberculosis,H1N1 NS1A inhibition,others
O=C(c1cccc2nccnc12)N1CCCC(Nc2ccc(F)c(F)c2)C1 (centres undefined),-6%,1.6%,-6%,-10%,-8%,
COc1ccc(C(=O)NC(=S)Nc2ccc3[nH]c(=O)[nH]c3c2)c(OC)c1,-18%,2.3%,5%,-3%,-4%,
COc1cccc(CC2(CO)CCCN(Cc3nc(-c4cccs4)oc3C)C2)c1 (centres undefined),-8%,i,8%,22%,-14%,
O=C(CN1CCCCC1)N/N=C/c1cccc(C(F)(F)F)c1,-3%,1.0%,-6%,-3%,11%,
COc1ccc(Cl)cc1NC(=O)C1CC(c2c(F)cccc2Cl)=NO1 (centres undefined),-7%,2.9%,-16%,17%,-12%,
O=C(CN(CC(=O)N1CCOCC1)S(=O)(=O)c1ccc(Br)s1)N1CCOCC1,-9%,i,-2%,1%,-20%,
COc1ccc(C)cc1NC(=O)c1c([N+](=O)[O-])cnn1C,-7%,0.4%,-7%,-10%,-4%,
Cc1ccc(N(CC(=O)NN=C2CCN(C)CC2)S(=O)(=O)c2ccc(C)cc2)cc1,0%,1.2%,-10%,2%,-21%,
O=C(COC(=O)c1ccc(Cl)cc1)NCC1CCCCC1,.,1.8%,8%,58%,-3%,
Oc1ccccc1CNn1cnnc1,-8%,0.8%,-2%,3%,-9%,
COc1ccc(C(=O)OCC[N+]2(C)CCOCC2)cc1,0%,i,-2%,-13%,-3%,
COC(=O)CCCC1=CC2=CC(=O)C(C)(OC(=O)c3cccs3)C(=O)C2=CO1 (centres undefined),1%,.,-2%,12%,.,
CCCCCCCc1c(O)nc(SCCN(C)C)[nH]c1=O,4%,0.7%,-2%,-9%,-2%,
O=C(COC(=O)CCc1nc2ccccc2s1)Nc1ncc(Cl)cc1Cl,-1%,1.4%,-6%,31%,-8%,
COc1ccc(C)cc1NC(=O)CCNC(=O)c1ccco1,-2%,i,-10%,-10%,-10%,

# Reprinted from the part before: three entries; new compounds follow.
SMILES,Salmonella PhoP GFP,inhibitors of VEEV,M. tuberculosis HTS,M. tuberculosis,H1N1 NS1A inhibition,others
CCCCCCCc1c(O)nc(SCCN(C)C)[nH]c1=O,4%,0.7%,-2%,-9%,-2%,
O=C(COC(=O)CCc1nc2ccccc2s1)Nc1ncc(Cl)cc1Cl,-1%,1.4%,-6%,31%,-8%,
COc1ccc(C)cc1NC(=O)CCNC(=O)c1ccco1,-2%,i,-10%,-10%,-10%,
CC(C)(C)S(=O)(=O)N1C[C@@H]2C(=CC[C@H]3C(=O)N(c4ccccc4)C(=O)[C@@H]23)[C@@H]1CCO,.,0.3%,.,.,-4%,
COc1ccc(CCCc2nnc(SCC(=O)Nc3ccccc3F)o2)cc1,7%,0.7%,?,74%,-4%,inhibitors of VEEV 10K pilot screen=0.5
O=C(O)C1CC=CCC1C(=O)Nc1cccnc1 (centres undefined),-6%,0.5%,-8%,-6%,-17%,
Cc1c(NC(=O)c2cc(C(C)C)on2)c(=O)n(-c2ccccc2)n1C,-14%,i,1%,-9%,-11%,
CCOC(=O)C1CCCN(C(=O)c2cc3cc4ccc(OC)cc4nc3o2)C1 (centres undefined),-1%,1.7%,10%,13%,2%,
COc1ccc(OCc2nnc(SC(C)C(=O)Nc3ccc(N4CCOCC4)cc3)n2C)cc1 (centres undefined),.,i,.,.,-7%,
Clc1cccc(NCc2ccccc2)n1,-1%,0.1%,6%,18%,-12%,
O=[N+]([O-])c1cccc(S(=O)(=O)c2ccc(NCCO)c([N+](=O)[O-])c2)c1,4%,i,0%,-11%,-2%,
O=C(CSc1ncn[nH]1)NCCc1ccc(Cl)cc1Cl,5%,1.0%,-4%,56%,3%,
O=C(NCc1ccncc1)C1CCN(S(=O)(=O)c2cccc(C(F)(F)F)c2)CC1,.,2.4%,.,.,4%,
COc1cccc2c(=O)n(CC(=O)Nc3ccc(F)cc3)ccc12,12%,i,-4%,.,4%,
CC1(c2ccccc2)NC(=O)N(CC(=O)Nc2ccc3c(c2)CCC3)C1=O (centres undefined),.,0.6%,2%,-4%,-6%,
COc1cccc(-n2c(N)c(-c3nc4ccccc4[nH]3)sc2=S)c1,3%,3.3%,?,?,-1%,
O=C(Nc1ccccc1C(=O)NCCc1ccc(O)cc1)c1ccco1,0%,10%,1%,2%,1%,
O=C(NC1CC1)c1ccc2c(Cl)c3c(nc2c1)CCCC3,-5%,1.2%,1%,54%,-5%,
O=C(Nc1sc2c(c1C(=O)O)CCCC2)C(=O)N1CCOCC1,-1%,1.5%,-4%,1%,-5%,
Cc1cc(NS(C)(=O)=O)c(=O)n(Cc2c(F)cccc2Cl)c1,-1%,1.1%,3%,5%,-9%,
CNC(=O)c1cc(S(=O)(=O)N2CC(C)OC(C)C2)ccc1N1CCCCC1 (centres undefined),.,0.1%,.,.,0%,
COCCCNC(=S)N/N=C/c1ccc(N(C)C)cc1,-2%,i,0%,26%,4%,
O=C(COC(=O)CCSc1ccccc1)Nc1cc(F)ccc1F,-5%,1.1%,3%,75%,10%,
ON=C1c2ccccc2-c2cc(Br)ccc21,.,7.5%,.,.,10%,
O=[N+]([O-])c1ccc(F)c(N=Cc2ccc(Br)s2)c1,3%,0.7%,2%,3%,-11%,inhibitors of VEEV 10K pilot screen=0.2
Cc1ccc(CNc2nc3ccccc3n2C)cc1,12%,i,6%,17%,-3%,
CC1CCN(C(=O)CCc2ccc(S(=O)(=O)NC(C)C)cc2)CC1,2%,0.6%,-10%,-22%,6%,
CC[n+]1c(P(=O)([O-])c2ccccc2)[nH]c2ccccc21,-7%,0.2%,-2%,9%,11%,
COCCN=C1NN=C(c2ccc(C)c([N+](=O)[O-])c2)CS1,3%,0.3%,7%,-9%,4%,
O=C(O)c1cc2cccc(S(=O)(=O)N3CCCCC3)c2cc1O,2%,0.2%,5%,4%,1%,
CCN(c1ccccc1)c1nc(Cl)nc2c1cnn2C,.,1.0%,.,.,8%,
COc1ccccc1NC(=O)CSc1nccc(=O)[nH]1,-15%,2.3%,-5%,-1%,-4%,
O=C(NC(=S)Nc1ccc2oc(=O)ccc2c1)c1ccco1,9%,0.1%,-4%,76%,6%,
OC1CCCN(C(=S)NCc2ccccc2)C1 (centres undefined),-7%,0.6%,4%,2%,-11%,
CC(C)C(OC(=O)c1ccco1)C(=O)NC1CCCCC1 (centres undefined),-3%,0.8%,-1%,-4%,-1%,
COC(=O)c1c(NC(=O)c2ccccc2)sc(C(N)=O)c1C,13%,0.7%,-12%,-27%,5%,
COc1ccc(CCC(=O)Nc2cccc(S(=O)(=O)N3CCCCCC3)c2)cc1,.,7.4%,.,.,0%,
CCCN(CCC)C(=O)C1CC(=O)OC12CCOC(C)(C)C2 (centres undefined),-14%,0.3%,4%,-19%,-4%,
C/C(=N\OCC(=O)O)c1ccc(Cl)cc1,-13%,0.6%,1%,1%,-20%,
O=C(N=Nc1c(O)n(C2OC(=O)c3ccccc32)c2ccccc12)c1ccco1 (centres undefined),-1%,.,-5%,-19%,.,
Cc1[nH]c2ccc(C(=O)OCC(=O)Nc3cccc(S(N)(=O)=O)c3)cc2c1C,.,7.6%,-5%,14%,2%,
O=C(Oc1ccc(-c2cnc3ccccc3n2)cc1)c1ccco1,0%,i,47%,39%,2%,
CCCCn1c(N)c(N(CC(C)C)C(=O)c2ccc(OCC3CCCO3)cc2)c(=O)[nH]c1=O (centres undefined),3%,i,-1%,1%,2%,
COc1cccc(CNC(=O)CN(C)S(=O)(=O)c2cccc3cccnc23)c1,4%,0.2%,-2%,-2%,-11%,
CNc1nc(-c2c(C)[nH]c3ccc(OC)cc23)cs1,2%,1.1%,8%,26%,2%,
CCCCn1c(N)c(N(CC(C)C)C(=O)CN(C)S(=O)(=O)c2ccc(C)cc2)c(=O)[nH]c1=O,3%,1.6%,-4%,-11%,3%,
O=C(O)CCc1ccc(-c2ccccc2)n1NC(=O)c1ccco1,-4%,0.8%,6%,-11%,-6%,
CCc1ccc2nc(NC(=O)CN3C(=O)NC4(CCCC4)C3=O)sc2c1,.,3.5%,1%,13%,1%,
CN1CCN(Cc2nc3ccccc3c(=O)[nH]2)CC1,5%,i,7%,-2%,7%,
CCS(=O)(=O)c1nc(NC(C)=O)n[nH]1,1%,0.5%,8%,8%,4%,
c1ccc(Cn2nnnc2C(c2ccccn2)N2CCN(c3ccccc3)CC2)cc1 (centres undefined),6%,10%,-3%,0%,-1%,
C/C(Nc1ccc(F)cc1)=C(/C#N)C(N)=O,-4%,1.9%,-4%,-5%,4%,
CC1CCCN(S(=O)(=O)c2cnc[nH]2)C1 (centres undefined),-7%,0.4%,2%,0%,-6%,
CC(C)(C)OC(=O)N1CCCC(C(=O)Nc2cccc(C(=O)NCc3ccccc3)c2)C1 (centres undefined),.,i,.,.,-14%,
N#C/C(=C(/O)Cc1cccc2ccccc12)c1nc2ccccc2s1,-1%,3.3%,9%,42%,4%,
CCCn1c(CN2CCN(C(=O)OCC)CC2)nc2cc(NC(=O)CC)ccc21,1%,i,7%,0%,-3%,
O=C(COc1ccccc1)N1CCN(C2CCCC2)CC1,-1%,0.9%,5%,53%,-7%,
COc1ccc(CCN(C)C(=O)c2cccc(S(=O)(=O)N3CCN(c4ccc(F)cc4)CC3)c2)cc1OC,.,5.3%,.,.,3%,
CCOC(=O)c1ccc(N2C(=O)c3n[nH]c(C)c3C2c2ccc(OC)c(OC)c2)cc1 (centres undefined),2%,i,0%,24%,-2%,

# As a working copy, five of the compounds above.
SMILES,Salmonella PhoP GFP,inhibitors of VEEV,M. tuberculosis HTS,M. tuberculosis,H1N1 NS1A inhibition,others
N#C/C(=C(/O)Cc1cccc2ccccc12)c1nc2ccccc2s1,-1%,3.3%,9%,42%,4%,
CCCn1c(CN2CCN(C(=O)OCC)CC2)nc2cc(NC(=O)CC)ccc21,1%,i,7%,0%,-3%,
O=C(COc1ccccc1)N1CCN(C2CCCC2)CC1,-1%,0.9%,5%,53%,-7%,
COc1ccc(CCN(C)C(=O)c2cccc(S(=O)(=O)N3CCN(c4ccc(F)cc4)CC3)c2)cc1OC,.,5.3%,.,.,3%,
CCOC(=O)c1ccc(N2C(=O)c3n[nH]c(C)c3C2c2ccc(OC)c(OC)c2)cc1 (centres undefined),2%,i,0%,24%,-2%,

# 6 entries drawn at random from the list so far, as already listed:
SMILES,Salmonella PhoP GFP,inhibitors of VEEV,M. tuberculosis HTS,M. tuberculosis,H1N1 NS1A inhibition,others
CCCCn1c(N)c(N(CC(C)C)C(=O)CN(C)S(=O)(=O)c2ccc(C)cc2)c(=O)[nH]c1=O,3%,1.6%,-4%,-11%,3%,
O=C(O)CCc1ccc(-c2ccccc2)n1NC(=O)c1ccco1,-4%,0.8%,6%,-11%,-6%,
N#C/C(=C(/O)Cc1cccc2ccccc12)c1nc2ccccc2s1,-1%,3.3%,9%,42%,4%,
CCOC(=O)C1CCCN(C(=O)c2cc3cc4ccc(OC)cc4nc3o2)C1 (centres undefined),-1%,1.7%,10%,13%,2%,
CCc1ccc2nc(NC(=O)CN3C(=O)NC4(CCCC4)C3=O)sc2c1,.,3.5%,1%,13%,1%,
COc1ccc(CCCc2nnc(SCC(=O)Nc3ccccc3F)o2)cc1,7%,0.7%,?,74%,-4%,inhibitors of VEEV 10K pilot screen=0.5
